# Vif-A3G inh – qHTS for Inhibitors of Vif-A3G Interactions: qHTS; HeLa A3G-eYFP + Vif (tagged APOBEC3G with the HIV-1 protein that degrades it), YFP fluorescence, overnight; Potency, µM (doses to about 46.1 µM), inactives show top-dose activity, negative = active, usual class: inhibitors; hit rate 0.076% among 410,000;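 note: % is set by controls: 0 for no effect and ±100 for the full control effect; nearly all actives have a fitted effect of over 60% in size; hits raise eYFP signal because A3G escapes Vif-driven loss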
#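 Read-out is eYFP fluorescence (Ex 488/Em 500-530) from Vif-expressing HeLa A3G-eYFP cells; more signal means A3G escaped Vif-mediated degradation. Cells plated overnight, compound pinned in, incubated overnight at 37 deg C.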
# RGS4 inhibitor – Inhibitors of Regulator of G Protein Signaling (RGS) 4: qHTS; Transcreener GDP fluorescence polarization, RGS4-accelerated GTP hydrolysis; hit rate 0.039% among 390,000; Potency, µM (titrated, usually from 114 µM), for the others: at the top dose activity change, negative = inhibition, hits mostly inhibitors; note: % is set by controls: 0 for no effect and ±100 for the full control effect; nearly all actives have a fitted effect of over 75% in size; some results filed as inactive show a strong effect at the top dose
#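 MLSMR compounds (23 nl, pin-transferred) preincubated 10 min at room temperature with a 500nM (2x) first reagent, then RGS4 at 900nM (2x) plus Transcreener GDP mix added; fluorescence polarization (620/688 nm) read before and after 90 min at 30 °C.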
# TrxR1 substrate – qHTS Assay for Substrates of Mammalian Selenoprotein Thioredoxin Reductase 1 (TrxR1): qHTS; Thioredoxin reductase 1, cytoplasmic (Rattus norvegicus), O89049; AID 588456, 2011; hit rate 0.01% among 390,000; purified TrxR1 substrate turnover, NADPH consumption readout; Potency, µM (doses to about 114 µM), inactives show at the highest dose activity change, negative = substrate turnover; note: % is set by controls: 0 for no effect and ±100 for the full control effect; nearly all actives have a fitted effect of over 50% in size
#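 Rat TrxR1, dispensed at 90 nM, was prereduced with 400 uM NADPH (final) for 5 min at ~22 deg C, then incubated with compound 15 min before 400 uM selenite. A first-read NADPH fluorescence drop versus no-compound background flagged substrates.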
# IDH1 R132H inh – qHTS for Inhibitors of mutant isocitrate dehydrogenase 1 (IDH1): qHTS; Isocitrate dehydrogenase [NADP] cytoplasmic (Homo sapiens), O75874; IDH1-R132H enzyme, NADPH consumption, diaphorase/resazurin fluorescence; Potency, µM (highest dose often 76.6 µM), inactives show at the highest dose activity change, negative = inhibition, actives largely listed as inhibitors; hit rate 0.093% among 390,000; note: % is set by controls: 0 for no effect and ±100 for the full control effect; nearly all actives have a fitted effect of over 65% in size
# Target sequence (O75874 whole entry R132H, stated change not applied): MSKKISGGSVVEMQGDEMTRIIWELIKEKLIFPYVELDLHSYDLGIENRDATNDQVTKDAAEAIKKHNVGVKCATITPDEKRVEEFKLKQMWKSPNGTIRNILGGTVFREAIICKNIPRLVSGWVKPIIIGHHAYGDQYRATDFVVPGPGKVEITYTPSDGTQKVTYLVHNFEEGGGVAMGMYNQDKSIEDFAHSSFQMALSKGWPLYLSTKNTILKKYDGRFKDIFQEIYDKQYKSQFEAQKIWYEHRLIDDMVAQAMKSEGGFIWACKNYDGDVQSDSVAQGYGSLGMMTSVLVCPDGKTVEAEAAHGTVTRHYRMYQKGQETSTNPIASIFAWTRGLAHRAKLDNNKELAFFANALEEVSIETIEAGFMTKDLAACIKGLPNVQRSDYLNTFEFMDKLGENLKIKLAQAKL
#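 IDH1-R132H (0.5 ug/mL) preincubated 30 min with compound, then NADPH (0.016 mM) and alpha-KG (2 mM) added; 80 min at RT, pH 7.5. Remaining NADPH coupled via diaphorase/resazurin to fluorescence (540/590 nm); concentration-response curves normalized to no-enzyme control.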
# USP1-UAF1 inh – Inhibitors of USP1/UAF1: Primary Screen; hit rate 0.23% among 390,000; Potency, µM (titrated, usually from 57.1 µM), for the others: at the highest dose activity change, negative = inhibition, most hits filed as inhibitors; Ubiquitin carboxyl-terminal hydrolase 1 (Homo sapiens), O94782; AID 743255, 2014; recombinant USP1/UAF1, Ub-Rhodamine cleavage fluorescence; note: % is set by controls: 0 for no effect and ±100 for the full control effect; nearly all actives have a fitted effect of over 60% in size; inactives centre near -12
#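 USP1/UAF1 complex (1 nM) preincubated 15 min at room temperature with compound, then Ub-Rho substrate (150 nM final) added. Kinetic fluorescence at 480/540 nm over 6 reads at 60 s intervals; 50 mM HEPES pH 7.8, 0.5 mM EDTA, 0.1 mg/ml BSA, 1 mM TCEP, 0.01% Tween-20.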
# ALOX12 inh – Primary qHTS assay for inhibitors of human arachidonate 12S-lipoxygenase (ALOX12): Round 2; Polyunsaturated fatty acid lipoxygenase ALOX12 (Homo sapiens), P18054; purified 12hLO, xylenol orange hydroperoxide absorbance; Potency, µM (doses to about 108 µM), without a hit: top-dose activity change, negative = inhibition, usual class: inhibitors; hit rate 1.1% among 580,000; AID 1671190, 2021; note: % is set by controls: 0 for no effect and ±100 for the full control effect
# Target sequence (P18054 whole entry, looked up): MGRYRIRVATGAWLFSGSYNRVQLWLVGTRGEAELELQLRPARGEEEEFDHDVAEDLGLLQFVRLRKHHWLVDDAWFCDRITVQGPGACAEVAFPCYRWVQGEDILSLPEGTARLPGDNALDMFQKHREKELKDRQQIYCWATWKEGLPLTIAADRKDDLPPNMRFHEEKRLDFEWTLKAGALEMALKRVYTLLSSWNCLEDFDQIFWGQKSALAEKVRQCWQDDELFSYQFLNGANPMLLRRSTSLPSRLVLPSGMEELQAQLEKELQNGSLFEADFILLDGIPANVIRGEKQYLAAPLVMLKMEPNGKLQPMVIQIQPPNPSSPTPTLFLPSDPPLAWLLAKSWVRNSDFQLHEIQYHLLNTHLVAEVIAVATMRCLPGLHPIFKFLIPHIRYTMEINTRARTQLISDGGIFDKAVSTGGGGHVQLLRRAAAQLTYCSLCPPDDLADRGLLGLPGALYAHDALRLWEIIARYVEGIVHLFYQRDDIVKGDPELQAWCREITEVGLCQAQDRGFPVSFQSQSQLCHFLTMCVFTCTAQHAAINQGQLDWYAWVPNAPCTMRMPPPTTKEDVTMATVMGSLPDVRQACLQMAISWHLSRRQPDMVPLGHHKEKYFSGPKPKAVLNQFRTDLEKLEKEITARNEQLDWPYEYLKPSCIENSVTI
#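 Hydroperoxide product was detected by ferrous iron/xylenol orange as the 573 to 405 nm absorbance ratio. Arachidonic acid at 40 uM (final) was turned over for 30 min at room temperature by 150 nM human 12hLO, pH 7.0 Hepes buffer, after 15 min compound preincubation.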
# RXFP1 agonist – qHTS Assay for Agonists of the Relaxin Receptor RXFP1. HEK293T-RXFP1 cAMP TR-FRET, 30 min; response scale: percent of porcine relaxin response, buffer zero. Relaxin receptor 1 (Homo sapiens), Q9HBX9. hit rate 0.3% among 370,000. Potency, µM (doses to about 57.5 µM), for the others: at the top dose activation, hits mostly activators; note: % is set by controls: 0 for no effect and ±100 for the full control effect; nearly all actives have a fitted effect of over 60% in size; many of its hits are not listed in these tables
#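 cAMP rise read by TR-FRET after 30 min, 37C compound exposure (up to 58 uM) in RXFP1-transfected HEK293 cells with Ro 20174 present. EC50 from Hill-equation fits, with 29 nM porcine relaxin as 100% and buffer as basal.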
# Vif-A3F inh – qHTS for Inhibitors of Vif-A3F Interactions: qHTS. Potency, µM (highest dose often 46.1 µM), for the others: at the highest dose activity, negative = active. HeLa A3F-eYFP + Vif (tagged APOBEC3F with the HIV-1 protein that degrades it), YFP fluorescence increase. hit rate 0.2% among 390,000. AID 602313, 2012; note: % of control where 0% means no effect; nearly all actives have a fitted effect of over 65% in size
#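 HeLa cells stably expressing Vif plus C-terminally eYFP-tagged A3F were seeded, incubated overnight at 37 deg C, dosed with compound, incubated overnight again at 37 deg C. Yellow fluorescence (Ex 488/Em 500-530) reported blocked Vif-mediated A3F-eYFP degradation.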
# TrxR1 inh – qHTS Assay for Inhibitors of Mammalian Selenoprotein Thioredoxin Reductase 1 (TrxR1): qHTS | AID 588453, 2011 | recombinant rTrxR1, NADPH fluorescence consumption, selenite substrate | Potency, µM (top dose mostly 114 µM), for the others: top-dose activity change, negative = inhibition, hits mostly inhibitors | Thioredoxin reductase 1, cytoplasmic (Rattus norvegicus), O89049 | hit rate 1% among 390,000; note: % is set by controls: 0 for no effect and ±100 for the full control effect; nearly all actives have a fitted effect of over 65% in size
#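 Rat TrxR1 (90 nM in the dispensed reagent) was pre-reduced with 400 uM NADPH for 5 min at room temperature, then incubated with compound for 15 min. After 400 uM selenite was added, NADPH fluorescence (Ex 340/Em 450 nm) was followed for 8 min.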
# Starred values were filed as active, the others as inactive; u = inconclusive; x = no result given; & = joins results of further samples; [ ] = another dose, or the depositor's remark. Calls come from the whole dose curve; as a rule, active = well fitted curve in the direction sought with a large enough effect; inconclusive = small, poorly fitted or top-dose-only effect, or another doubt; inactive = no such curve, though single readings can be large; an effect the other way counts as inactive or inconclusive. Potency is the fitted concentration of half-maximal effect.
# Results follow in this order: ALOX12 inh, USP1-UAF1 inh, TrxR1 substrate, TrxR1 inh, IDH1 R132H inh, RXFP1 agonist, RGS4 inhibitor, Vif-A3G inh, Vif-A3F inh
> Cc1ccnn1CCC(=O)N1CCCC(Nc2ccc(F)c(F)c2)C1 (configuration not stated)
 : 0%, -21%, 6%, 16%, 0%, -3.9%, -7%[11.4 µM], 8%, 2%
> COc1ccc(NC(=O)C(c2ccc(C)cc2)N(C)C(=O)c2cnccn2)cc1 (configuration not stated)
 : 8%, -14%, 3%, 12%, 9%, -0.4%, -15%, 1%, -2%
> COC(=O)c1cc(C(=O)OC)n(Cc2ccc(F)cc2)n1
 : -8%, 3%, 8%[57.1 µM], 26%, 6%, 1.1%, -2%, 0%, 12%
> C/C(N)=C(/C#N)C(=O)CN1C(=O)NC(Cc2c[nH]c3ccccc23)C1=O (configuration not stated)
 : -1%, -25%, 2%, 8%, -10%, 0.2%, 11%, 1%, -4%
> CC1Cc2ccccc2N1C(=O)COC(=O)C1(c2ccccc2F)CCCC1 (configuration not stated)
 : -15%, -23%, -11%, -4%, -1%, 0.4%, 9%, -1%, -4%
> CC1C/C(=N\NC(=S)NCc2ccccc2)CC(C)(C)C1 (configuration not stated)
 : u, -26%, -9%, -15%, 7%, 1.6%, -31%, -5%, -3%
> Cc1ccc(-c2nc(C(=O)N3CCN(c4ccccc4)CC3)c3n2CCCCC3)cc1
 : -15%, -25%, 7%, 19%, 8%, 2.3%, -15%, -3%, 0%
> Cc1cc(C)c(NC(=O)COC(=O)c2ccc([N+](=O)[O-])s2)c(C)c1
 : 3%, -15%, -8%, -1%, 3%, 0.7%, -7%, -4%, -4%
> C=CCSc1nnc(-c2cccnc2)o1
 : -1%, 2%, 4%, 34%, 0%, 2.0%, 17%, 4%, 2%
> Cc1ccccc1-c1nc(CS(=O)(=O)CC(=O)Nc2cc(F)ccc2F)c(C)o1
 : 13%[57.4 µM], -28%, -2%[57.1 µM], -16%[57.1 µM], -7%, 1.4%, 2%, 0%, 2%
> CC(C)c1ccccc1NC(=O)C1C2C=CC(C2)C1C(=O)O (configuration not stated)
 : -1%, u, 3%, 19%, 0%, -2.7%, -3%, 2%, 2%
> CCc1ccc(CN(C)Cc2nc(COc3ccccc3)no2)nc1
 : 14%, -18%, 5%[57.1 µM], 7%[57.1 µM], 7%, 0.5%, 6%, -1%, -11%
> Cc1cc(C)cc(N(CC(=O)NC2CCCCC2)C(=O)CCC(=O)Nc2cc(C)ccn2)c1
 : -26%, -7%, -6%, 14%[57.1 µM], 0%, 3.6%, -20%, 0%, 6%
> Cc1ccc(NC(=O)COC(=O)c2ccccc2F)cc1S(=O)(=O)N1CCCCC1
 : -17%, -16%, -6%, 1%, -1%, 0.3%, -15%, 1%, 6%
> Cc1ccc(Cn2cc(CCC(=O)NCC(C)c3ccccc3)c3ccccc32)cc1 (configuration not stated)
 : u, -7%, -4%, 22%, -13%, -2.2%, 26%, 14%, 2%
> O=C(CCN1C(=O)C2C3C=CC(C4CC34)C2C1=O)Oc1cccc2cccnc12 (configuration not stated)
 : -21%, -5%, 4%[57.1 µM], 0%[57.1 µM], 7%, 0.3%, -14%, u, 1%
> CCC(C)NC(=O)Nc1ccc(Br)cc1Cl (configuration not stated)
 : -10%, 8%, 3%[57.1 µM], 13%[57.1 µM], 2%, 0.3%, 33%, 3%, 5%
> COc1ccc(C(=O)N(C)CC(O)c2ccccc2)cc1OC1CCN(C(C)=O)CC1 (configuration not stated)
 : 0%, -26%, 5%, 20%, -7%, 0.2%, 11%, -1%, -4%
> O=C(CSc1ncnc2ccccc12)N1CCNC1=O
 : 10%, -19%, -2%, 13%, -2%, x, -1%, -1%, 2%
> Cc1c(-c2ccc(F)cc2)[n+](=O)c2c(n1[O-])CCCCC2
 : -2%, 3%, -2%, 2%, -5%, 2.4%, 33%, 2%, 1%
> CCCOc1ccc(OCCSc2nnc(N)s2)cc1
 : 128%[activator], -3%, -4%, 14%[57.1 µM], 1%, -0.5%, -20%, 0%, 2%
> CCN1CCN(C(=O)c2cc(COc3c(C)cccc3C)on2)CC1
 : -5%, -9%, 2%, 5%, 2%, 1.8%, -5%[11.4 µM], 0%, 2%
> S=C(NCC1CCCO1)NC1CCCCC1 (configuration not stated)
 : -22%, -23%, 8%, 15%, 10%, 2.5%, -22%, -1%, -15%
> CCOC(=O)C1=C(COC(=O)CCc2ccc(CC)cc2)NC(=O)NC1C (configuration not stated)
 : -29%, -10%, -4%, -3%, 9%, 0.8%, -11%, -8%, 6%
> O=S(=O)(c1ccc(Oc2ccc3oc4ccccc4c3c2)nc1)N1CCCC1
 : 1%, -11%, 1%, 12%, -1%, 9.7%, -5%, 1%, -1%
> Nc1cc(N)nc(SCCOc2ccccc2F)n1
 : -25%, -11%, 7%, 16%, 3%, -0.2%, -38%, -1%, 7%
> CCCc1cc(=O)oc2cc(OC(C)C(=O)NCCCn3ccnc3)ccc12 (configuration not stated)
 : 10%&22%, -28%, 16%, 21%, -10%, 0.5%, 0%, 2%, -6%
> Brc1cccc(CN2CCN(c3ncccn3)CC2)c1
 : u, -24%, 3%, 11%, 5%, 1.6%, 2%, -2%, 3%
> O=C(CSc1nccc(=O)[nH]1)N1CCN(c2ccccc2)CC1
 : -8%, -3%, 0%[57.1 µM], 3%[57.1 µM], 2%, -0.3%, u, -2%, -6%
> Cn1c(=O)[nH]c(=O)c2c1nc(Sc1nc3ccccc3s1)n2Cc1ccccc1
 : 1%, -21%, 4%[2.29 µM], 10%[2.29 µM], 0%, 0.9%, -22%, -9%, x
> CCCN1CCN(CCCNC(=O)c2ccc3nc(N4CCC(C)CC4)sc3c2)CC1
 : 5%, -23%, -8%, u, -7%, 2.9%, -8%, 1%, 3%
> Cc1cccc(OCCSc2ncnc3nc[nH]c23)c1
 : 0%, -3%, 1%, 19%, 8%, 3.1%, 42%, 0%, x
> O=S(=O)(c1ccc(=S)[nH]c1)N1CCCC1
 : u, u, -10%, -7%[57.1 µM], 5%, x, u, 2%, 7%
> COc1cc2ccccc2cc1C(=O)N1CCN(c2nc3c(F)cc(F)cc3s2)CC1
 : -15%, -10%, 4%[57.1 µM], 13%[57.1 µM], -11%, 4.7%, -2%, 1%, -3%
> C/C(=N\NC(=O)Cn1nc(C)c([N+](=O)[O-])c1C)c1ccc(Cl)s1
 : u, -17%, 5%, 14%, -5%, 2.7%, 5%, -14%, -3%
> Cc1ccc2c(=O)c(C(=O)c3ccc(F)cc3)cn(CC(=O)NCCc3ccccc3)c2n1
 : -9%, -21%, 2%, 23%, 8%, u, -24%, 0%, -11%
> CCCNC(=O)NC1CCCCCCC1
 : -20%, -7%, 7%[57.1 µM], 5%[57.1 µM], 4%, -3.7%, 3%, -1%, 1%
> CCOC(=O)N1CCC(NC(=O)c2csc3c2CCCC3)CC1
 : 1%, -6%, 5%[57.1 µM], 7%[57.1 µM], 1%, 2.8%, 16%, 2%, -10%
> O=C(O)c1c2c(nc3ccc(S(=O)(=O)N4CCC(C(=O)NC5CCCC5)CC4)cc13)CCCCC2
 : -8%, -11%, -7%, -3%, -5%, 2.9%, -4%, 3%, 3%
> O=C(/C=N/O)NCC1CCNCC1
 : 154%[activator], -14%, 12%, 12%[57.1 µM], 10%, 1.4%, -16%, -5%, -13%
> CC(=O)N1CCCc2cc(S(=O)(=O)N3CCN(c4ccc(F)cc4)CC3)ccc21
 : u, -13%, 0%[57.1 µM], 7%[57.1 µM], 17%, 0.2%, -13%, 0%, -1%
> Cc1cc(/C=C(\C#N)C(=O)Nc2ccccc2)c(C)n1-c1ccc2c(c1)OCO2
 : -5%, -18%, 11%, 3%, 1%, -0.7%, -24%, -20%, -19%
> CNCCCNC(=O)c1ccc(/C=N/O)nc1
 : -1%, 2%, 12%[57.1 µM], 13%, 0%, -0.4%, 8%, 5%, -7%
> CN(C(=O)c1ccc(NC(=O)Cc2ccc(NC(=O)C3CCCN(C(=O)C4CC4)C3)cc2)cc1)C1CCCC1 (configuration not stated)
 : u, -15%, 2%, 5%, -4%[38.3 µM], x, 12%, -3%, -7%
> COC(=O)c1ccncc1C(=O)Nc1ccc(F)cc1
 : x, -18%, 5%[57.1 µM], 14%[57.1 µM], 0%, 3.7%, 16%, 2%, 1%
> COC(=O)c1[nH]c2ccc(Cl)cc2c1NC(=O)C1CC1
 : 0%, 3%, 16%[57.1 µM], 20%, 2%, 1.6%, 24%[11.4 µM], 0%, 6%

# Screens from PubChem.

# These rows are one share of the data. The share of hits here may be higher or lower than overall.
